Compound activity from PubChem BioAssay.
Efflux pump inh: inhibitors of Candida efflux pumps in yeast, primary screen, S. cerevisiae, Nile Red, multiplex | S. cerevisiae Candida pump triplex | inhibition, % at 10 µM | 330,000 tested, 0.44% active;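 active = plate passing quality check with inhibition over a set limit, or well fluorescence over plate mean plus 4 SD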;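 note: Nile Red retained in pooled yeast measured as flow cytometry median fluorescence; 0% = buffer negative control and 100% = Enniatin B positive control; higher means more Nile Red kept so more efflux inhibition; some compounds called inactive have numbers as strong as hits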
TPT1 inhibitor: Candida albicans TPT1 enzyme inhibitors, primary screen, biochemical, fluorescence polarization; 300,000 tested, 0.81% active; inhibition, % at 5 µM; AID 1962, 2009; recombinant caTPT1, FP RNA substrate dephosphorylation; tRNA 2'-phosphotransferase TPT1 (Candida albicans SC5314);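 active = inhibition above the mean of all tested compounds plus 3 SD, set per screening campaign, cut at about 24% in these data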;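 note: plate controls were DMSO alone for no effect and ferristatin control at 100 nM for full effect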
procasp3 activ: activators of human procaspase-3 D3A mutant, primary screen, biochemical, absorbance, PC-3 D3A mutant, single concentration | Caspase-3 (Homo sapiens), P42574 | recombinant procaspase-3 D3A, Ac-DEVD-pNA absorbance 405 nm | activation, % at 8.5 µM | 330,000 tested, 0.11% active | AID 463141, 2010;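 active = activation above the mean of all tested compounds plus 3 SD, cut at about 21% in these data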;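 note: 0% = DMSO alone and 100% = DMSO wells spiked with extra 5 µM PC-3 D3A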
Target sequence (P42574 whole entry D9A/D28A/D175A): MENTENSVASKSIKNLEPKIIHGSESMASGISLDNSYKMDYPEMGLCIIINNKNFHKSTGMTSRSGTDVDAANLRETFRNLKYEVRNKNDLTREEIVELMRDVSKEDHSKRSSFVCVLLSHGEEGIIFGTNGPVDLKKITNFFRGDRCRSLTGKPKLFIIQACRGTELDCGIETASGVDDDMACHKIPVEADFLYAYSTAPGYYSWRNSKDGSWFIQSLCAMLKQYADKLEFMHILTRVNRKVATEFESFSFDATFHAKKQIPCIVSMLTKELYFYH
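assay system = Procaspase-3 D3A mutant | signal = absorbance at 405 nm, 0 and 120 min | times = 1 h preincubation plus 2 h reaction at 25 °C | repeats = single replicate | read-out = % activation between DMSO and enzyme-spiked controls | medium = Zinc-free HEPES saline buffer with Triton X-100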
PP1 counter: PP1-alpha phosphatase inhibitors, primary screen, counter-screen for PP5 inhibitor project, biochemical, fluorescence, OMFP substrate, single point | Serine/threonine-protein phosphatase PP1-alpha catalytic subunit (Homo sapiens), P62136 | purified PP1alpha | inhibition, % at 6.7 µM | 320,000 tested, 0.9% active;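 active = inhibition above the mean inhibition of all tested compounds plus 3 SD, computed separately for each screening campaign, cut at about 15% in these data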
Target sequence (P62136 whole entry, looked up): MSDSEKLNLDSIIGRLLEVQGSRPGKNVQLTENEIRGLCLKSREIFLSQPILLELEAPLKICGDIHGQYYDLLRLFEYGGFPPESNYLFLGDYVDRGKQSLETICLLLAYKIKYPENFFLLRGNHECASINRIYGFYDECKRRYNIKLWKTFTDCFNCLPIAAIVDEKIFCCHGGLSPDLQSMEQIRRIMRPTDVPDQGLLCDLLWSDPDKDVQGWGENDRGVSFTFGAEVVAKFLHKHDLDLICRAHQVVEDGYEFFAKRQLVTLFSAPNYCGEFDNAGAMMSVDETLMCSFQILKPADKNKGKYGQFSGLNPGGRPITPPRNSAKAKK
JMJD2C inh: inhibitors of GASC-1 histone demethylase, primary screen, biochemical, fluorescence, DELFIA europium | AID 2099, 2009 | GST-JMJD2C(1-420) H3K9me3 demethylation | 330,000 tested, 0.069% active | inhibition, % at 2.35 µM | Lysine-specific demethylase 4C (Homo sapiens), Q9H3R0;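 active = more than half of a compound's replicate wells show inhibition beyond 50%, single wells judged on their own value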;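 note: signal counts dimethyl H3K9 product captured on neutravidin plate; 0% = median of DMSO wells and 100% = 0.3 times that DMSO median; strong numbers were not always called active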
core dimer inh: inhibitors of HCV core protein dimerization, primary screen, biochemical, TR-FRET, high-throughput; AID 1899, 2009; inhibition, % at 5 µM; 300,000 tested, 0.33% active; TR-FRET GST/Flag-core106 dimerization, 1536-well;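 active = inhibition above the mean of all tested compounds plus 3 SD, set per screening campaign, cut at about 45% in these data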
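Assay system – GST-tagged and Flag-tagged HCV core protein residues 1-106 · Quantity – core106 proteins, GST 13.5 nM and Flag 17 nM · Benchmarks – unlabelled core106 and no-GST-core106 wells · Read-out basis – percent inhibition of core106 dimerization signal · Detection – time-resolved FRET, ex 340 nm, em 617 and 671 nm · Schedule – 4 h at 22.5 °C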
Fh CTSL1 inh: Fasciola hepatica cathepsin L1 inhibitors, primary screen, counter-screen for PFM18AAP inhibitor project, biochemical, QFRET, fluorogenic peptide substrate; recombinant F. hepatica cathepsin L1, Z-Leu-Arg-MCA fluorescence; inhibition, % at 5.96 µM; 300,000 tested, 0.49% active;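 active = inhibition above the mean of all tested compounds plus 3 SD, set per screening campaign, cut at about 17% in these data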;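 note: 0% = plate median of test compound wells and 100% = 1 µM Z-Phe-Ala-diazomethylketone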
proCasp7 act: procaspase-7 activators, primary screen, counter-screen for procaspase-3 activator project, biochemical, absorbance, HTS, human; Caspase-7 (Homo sapiens), P55210; recombinant procaspase-7, Ac-DEVD-pNA absorbance 405 nm; D23A/D198A/D206A triple mutant, cannot self-cleave; scale: DMSO 0, 5 µM enzyme 100; activation, % at 8.5 µM; 330,000 tested, 0.093% active; AID 463210, 2010;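 active = percent activation above the screen-wide mean plus 3 SD, cut at about 25% in these data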
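buffer or medium = Zinc-free HEPES/NaCl buffer, pH 7.4 | material = Procaspase-7 triple mutant (PC-7 D3A) | input = 2 µM procaspase-7 mutant as dispensed | signal = Epi-absorbance of released pNA at 405 nm, two timepoints | timing = 1 h preincubation, 2 h reaction | replicates = singlicate compound testing | evaluation = % activation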
PP5 primary: PP5 phosphatase inhibitors, primary screen, biochemical, fluorescence | 320,000 tested, 0.18% active | inhibition, % at 6.7 µM | Serine/threonine-protein phosphatase 5 (Homo sapiens), P53041 | AID 1987, 2009 | purified PP5c, OMFP substrate fluorescence;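 active = inhibition above the campaign's mean inhibition across all tested compounds plus 3 SD, cut at about 9.5% in these data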;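 note: 0% = DMSO only and 100% = 100 µM cantharidin control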
Target sequence (P53041 whole entry, looked up): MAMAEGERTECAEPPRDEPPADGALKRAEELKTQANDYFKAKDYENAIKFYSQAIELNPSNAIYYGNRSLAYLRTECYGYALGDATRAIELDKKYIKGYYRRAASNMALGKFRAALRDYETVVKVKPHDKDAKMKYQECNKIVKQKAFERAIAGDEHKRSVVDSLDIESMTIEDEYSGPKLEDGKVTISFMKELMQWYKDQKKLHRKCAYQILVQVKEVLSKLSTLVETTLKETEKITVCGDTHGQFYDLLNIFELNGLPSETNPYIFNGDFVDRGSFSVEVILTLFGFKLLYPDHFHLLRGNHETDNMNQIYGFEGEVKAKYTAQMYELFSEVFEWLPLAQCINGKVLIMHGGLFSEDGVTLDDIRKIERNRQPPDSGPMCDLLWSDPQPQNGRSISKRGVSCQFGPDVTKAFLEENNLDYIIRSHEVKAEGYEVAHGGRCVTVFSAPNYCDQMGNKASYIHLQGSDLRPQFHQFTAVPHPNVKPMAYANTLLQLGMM
* = called active by the depositor; · = not tested or not shown.

SMILES | Efflux pump inh | TPT1 inhibitor | procasp3 activ | PP1 counter | JMJD2C inh | core dimer inh | Fh CTSL1 inh | proCasp7 act | PP5 primary
Oc1ccccc1/C=N/NC(=S)NC1CC2C=CC1C2 (stereo unspecified) | -0.1 | -2 | -3 | 4 | 6 | -2 | -4 | 11 | 1.7
COc1ccc(S(=O)(=O)/N=C2\C=C(NS(=O)(=O)c3ccccc3)C(=O)c3ccccc32)cc1 | 0.0 | 4 | -2 | 0 | -1 | 0 | 5 | 0 | 3.2
COC(=O)c1ccc(NC(=O)c2cc3sccc3n2C)cc1 | 0.0 | 0 | 4 | -2 | -49 | 4 | 2 | 2 | 1.0
COc1cc(/C=N/O)cc(Cl)c1OC | 0.1 | 5 | -4 | -2 | -3 | -5 | 1 | -1 | -1.7
O=C(c1ccc(CS(=O)(=O)c2ccccc2)o1)N1CCN(c2ccccc2)CC1 | 0.0 | -1 | 3 | 0 | 2 | 19 | -5 | -2 | 0.6
O=C1CSC2(C(=O)N3CCCc4cccc2c43)N1c1cccc(C(F)(F)F)c1 (stereo unspecified) | 0.0 | -2 | 4 | 1 | -1 | -3 | -4 | -3 | 3.5
Cc1cc(C)n(-c2ncc(C#N)cn2)n1 | -0.1 | 1 | -6 | 0 | 5 | -3 | 0 | -4 | 1.9
Cc1nn(-c2ccccc2)c(N)c1Sc1ccccc1[N+](=O)[O-] | 0.1 | 1 | -3 | -4 | -11 | 1 | 0 | 5 | 1.3
CN(Cc1ccccc1)Cc1nc2c(c(=O)n(C)c(=O)n2C)n1CCCc1ccccc1 | 0.0 | 2 | 6 | -4 | 6 | 5 | 2 | 5 | -1.1
O=C(Nc1nc2cc3c(cc2s1)OCCO3)c1ccncc1 | 0.0 | 1 | 6 | 4 | · | 4 | 6 | 0 | -0.9
COCCn1c(Cc2cccn2C)nnc1SCC(=O)Nc1nccs1 | 0.0 | 2 | -10 | -1 | -3 | 8 | 3 | -13 | -0.3
COc1cccc(OC)c1C(=O)N1CCN(Cc2ccccc2C(F)(F)F)CC1 | -0.1 | 0 | 8 | 1 | -8 | 12 | 3 | -5 | 2.2

Reprinted from the part before: 3 entries; new compounds follow.
SMILES | Efflux pump inh | TPT1 inhibitor | procasp3 activ | PP1 counter | JMJD2C inh | core dimer inh | Fh CTSL1 inh | proCasp7 act | PP5 primary
O=C(Nc1nc2cc3c(cc2s1)OCCO3)c1ccncc1 | 0.0 | 1 | 6 | 4 | · | 4 | 6 | 0 | -0.9
COCCn1c(Cc2cccn2C)nnc1SCC(=O)Nc1nccs1 | 0.0 | 2 | -10 | -1 | -3 | 8 | 3 | -13 | -0.3
COc1cccc(OC)c1C(=O)N1CCN(Cc2ccccc2C(F)(F)F)CC1 | -0.1 | 0 | 8 | 1 | -8 | 12 | 3 | -5 | 2.2
CC(=O)Nc1ccc(Cc2ccc3[nH]c(=O)cc(C)c3c2)cc1 | 0.5 | -2 | 5 | 4 | 20 | -4 | -2 | 2 | 2.5
COc1ccccc1OCc1ccc(C(=O)NC(C)(C)C)o1 | 0.1 | 0 | 3 | -2 | -1 | 3 | 3 | 11 | -0.7
Cc1nnc(SCc2ccc(F)cc2)n1NC/C=C/c1ccccc1 | 0.0 | -2 | -1 | 1 | 1 | 6 | 3 | 4 | 5.3
Cc1ncc(C[n+]2csc(CCOC(=O)CC3C4CC5CC(C4)CC3C5)c2C)c(N)n1 (stereo unspecified) | 0.0 | 0 | 9 | 9 | -11 | -8 | -3 | -1 | 1.2
CCC(C)(C(=O)Nc1ccc(OC)cc1)N(C)C(=O)Cn1nnnc1N (stereo unspecified) | 0.1 | -5 | 5 | -1 | -1 | -14 | 2 | -7 | 1.0
CCc1ccc(-c2csc3[n+]2CCN3C(C)=O)cc1 | -0.1 | -3 | -18 | 0 | 2 | 2 | -2 | -28 | 0.8
O=C(NCCN1CCOCC1)c1cc(-c2ccccc2Cl)on1 | -0.7 | 0 | 3 | -1 | 5 | 10 | 0 | -1 | -1.0
Cc1c(C)c2c(c(C)c1O)CC[C@@](C)(CCC[C@H](C)CCC[C@H](C)CCCC(C)C)O2 | 0.3 | -1 | 6 | 0 | 2 | 4 | -1 | -2 | 0.1
COc1ccccc1-c1nc(S(=O)(=O)c2ccc(Cl)cc2)c(N(C)C)o1 | -0.1 | 0 | 5 | -4 | -7 | -8 | 2 | 2 | -1.0
O=C(Cc1ccc(Cl)cc1)Nc1ccc(C(=O)N2CCCCC2)cc1 | -0.5 | -6 | 3 | 4 | -16 | -11 | -2 | 7 | 2.8
CC(C)n1nc(C(=O)Nc2cccc(S(=O)(=O)NCc3ccco3)c2)c2ccccc2c1=O | 0.1 | 1 | 4 | 1 | 5 | 3 | -5 | 3 | 1.7
COc1cccc(NC(=O)CNC(=O)c2ccc(OC)c(OC)c2)c1 | -0.1 | -5 | 3 | -7 | 2 | 3 | -1 | 4 | -0.9
CC(C)(C)C1CCC(C(=O)OCC(=O)Nc2ccc3[nH]c(=O)[nH]c3c2)CC1 (stereo unspecified) | 0.5 | 2 | -2 | 4 | 0 | -2 | 1 | -1 | 6.2
CN1/C(=C/C(=O)c2cccs2)Sc2ccccc21 | -0.2 | 1 | -45 | -1 | 0 | -6 | 0 | -36 | -2.0
Cc1ccc(S(=O)(=O)Nc2c(C)nn(C)c2C)cc1 | -0.1 | 1 | -12 | -2 | -7 | -1 | 3 | 2 | 1.4
Cc1nnc(SC(C(=O)Nc2ccc(Cl)c([N+](=O)[O-])c2)c2ccccc2)[nH]c1=O (stereo unspecified) | -0.1 | -2 | -4 | 3 | -8 | 4 | -2 | 3 | 2.2
Cc1cccc(Cn2nc(C(C)(C)C)cc2C(=O)N2CCOCC2)c1 | 0.1 | 5 | -3 | -3 | 1 | -5 | -2 | 8 | 2.2
O=C(COc1ccc(S(=O)(=O)NC2CCCCC2)cc1)NCc1cccnc1 | -0.1 | 0 | -2 | -6 | 27 | 0 | 5 | -9 | -0.2
CCCC(=O)Nc1ccc(C(=O)NNC(=S)NC(=O)c2cccs2)cc1 | -0.5 | -6 | 3 | -1 | 11 | 2 | -2 | -7 | 2.5
Cc1nnc(SCc2ccc(C(=O)Nc3cc(Cl)ccc3C)cc2)s1 | 0.0 | 0 | -8 | 4 | -15 | 1 | -4 | -1 | 1.8
COc1ccc(S(=O)(=O)n2nc(OC(C)=O)cc2N(C(C)=O)C(C)=O)cc1 | 0.0 | 1 | 7 | 4 | 21 | 2 | -10 | -3 | -0.8
CC(=O)c1ccc(S(=O)(=O)N2CCCC(N(C)CCc3ccccn3)C2)cc1 (stereo unspecified) | -0.1 | -3 | 17 | 0 | 18 | 3 | 4 | 10 | 1.8
CCN(CC)S(=O)(=O)c1ccc(S(=O)(=O)NCC2CCCO2)cc1 (stereo unspecified) | -0.1 | -1 | 3 | -3 | 5 | 8 | -2 | 7 | -1.2
Cn1cccc1C(=O)NC(=O)COC(=O)CNC(=O)c1ccc(Cl)cc1Cl | 0.1 | -2 | 2 | -3 | 18 | 13 | -12 | -2 | 3.3
Cc1nn(Cc2c(F)cccc2Cl)c(C)c1NC(=O)C1CC1 | 0.3 | -1 | 4 | 3 | 3 | -9 | -7 | -6 | -3.0
N#Cc1cc(N2CCOCC2)nc2ccccc12 | 0.0 | -3 | -10 | -5 | 2 | -2 | 3 | -15 | 1.6
O=C(Nc1ccc(OCC(=O)N2CCOCC2)cc1)c1cncc(Br)c1 | -0.1 | 0 | -8 | 2 | 2 | -28 | -4 | -7 | 0.8
O=C1CC(c2ccco2)CC(O)=C1C=NCCN1CCN(C(=O)Nc2ccc(Cl)cc2)CC1 (stereo unspecified) | 0.2 | 2 | -4 | -1 | -21 | 2 | 1 | 5 | 1.7
N#Cc1ccccc1OCC(=O)NC1CCCCC1 | 0.0 | · | -5 | · | 3 | · | · | 14 | ·
CC(C)=CCCC1=CCC2C(=O)NNC(=O)C2C1 (stereo unspecified) | -0.1 | 6 | 10 | 0 | 2 | 0 | 0 | -1 | -0.8
Cc1cccc(N(C(=O)c2snc(C(N)=O)c2N)C(C)C(=O)NCC2CCCO2)c1 (stereo unspecified) | -0.1 | 0 | 7 | -4 | 4 | 11 | 0 | 7 | 0.6
COc1ccc(C2=NCN(c3ccc(C)cc3)C(=S)N2)cc1 | 0.1 | -5 | -9 | -2 | 13 | 1 | 7 | -2 | 11*
O=c1c2cn[nH]c2[nH]c(=S)n1-c1cccc2ccccc12 | -0.3 | -3 | -11 | -6 | -4 | -6 | 2 | -13 | 0.9
CCOC(=O)CSc1[nH]c(=O)cc(C)c1C#N | -0.2 | -3 | 2 | -2 | 5 | -9 | -1 | 15 | -0.3
O=C(c1cc2c(s1)-c1ccccc1OC2)N1CCN(c2ccccn2)CC1 | -0.1 | -3 | 8 | -1 | 6 | -5 | 4 | -11 | 2.6
O=C(CSc1nnc(-c2ccc(S(=O)(=O)N3CCCC3)cc2)o1)NCC1CCCO1 (stereo unspecified) | 0.1 | -3 | 3 | -4 | -6 | -6 | 6 | 1 | -0.9
CSCCC(NS(=O)(=O)/C=C/c1ccccc1)C(=O)NCCc1ccc(S(N)(=O)=O)cc1 (stereo unspecified) | 0.1 | -2 | -10 | 3 | 4 | 1 | -2 | 3 | 0.4
CCOc1ccc(OCCC(=O)OCC(=O)Nc2ccc3c(c2)OCCO3)cc1 | -0.4 | -1 | -2 | -4 | 10 | 1 | -12 | 4 | 0.4
O=S(=O)(c1cc(F)ccc1F)N1CCC2(CC1)OCCN2S(=O)(=O)c1ccccc1 | -0.1 | 0 | 1 | -2 | 64 | 0 | -5 | 14 | -1.6
CCc1ccc2nc3sc(C(=O)O)cc3cc2c1 | 0.8 | 2 | 0 | 0 | -5 | 2 | 8 | 5 | -0.5
Cc1cc(NC(=O)C23CC4CC(C2)CC(n2cnc([N+](=O)[O-])n2)(C4)C3)no1 | -0.1 | -1 | 8 | 0 | -2 | 1 | 2 | 9 | 1.8
CN(C)S(=O)(=O)c1ccc(NC(=O)CN2C(=O)NC3(CCCC3)C2=O)cc1 | 0.2 | -3 | 5 | -3 | 21 | 6 | -1 | 2 | 0.8
